Screens deposited in PubChem BioAssay by several laboratories.
HSP90 refold inh = blocks HSP90-mediated luciferase refolding in reticulocyte lysate. Rabbit reticulocyte lysate, luciferase refolding luminescence, 3 h. inhibition, % at 5.6 µM. actives 0.91% (n = 290,000);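 active = inhibition above the screen-wide mean plus 3 SD, computed separately per campaign, cut at about 16% in these data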;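 also: 0% = DMSO wells and 100% = 60 µM geldanamycin wells; inhibitors lower the luminescence because luciferase stays unfolded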
HSF1 activator = increases HSF-1 driven luciferase reporter signal | activation, % at 9 µM | actives 1.7% (n = 300,000) | NIH3T3-HGL HSF-1 luciferase reporter, MG132, 8 h; 100% = twice DMSO control signal;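 active = mean replicate activation of at least 50% with a set share of replicates each reaching 50%; inconclusive = only one of those two conditions met; inactive = mean below 50% and too few replicates reaching it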;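 also: 0% = median of the neutral control wells and 100% = twice that signal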
GSK3beta inhib = human GSK3beta kinase inhibition; P49841; GST-GSK3beta kinase, ADP-Glo luminescence, 60 min; active compounds read low; activity score (negative = inhibition), % at 10 µM; actives 0.038% (n = 300,000); AID 2097;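 active = more than half of replicate wells score below -50%, meaning over 50% inhibition versus plate controls; inconclusive = some replicates but at most half score below -50%; inactive = no replicate scores below -50%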;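 also: 0% = median DMSO wells and -100% = median GW8510 positive control wells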
Target sequence (P49841 whole entry, looked up): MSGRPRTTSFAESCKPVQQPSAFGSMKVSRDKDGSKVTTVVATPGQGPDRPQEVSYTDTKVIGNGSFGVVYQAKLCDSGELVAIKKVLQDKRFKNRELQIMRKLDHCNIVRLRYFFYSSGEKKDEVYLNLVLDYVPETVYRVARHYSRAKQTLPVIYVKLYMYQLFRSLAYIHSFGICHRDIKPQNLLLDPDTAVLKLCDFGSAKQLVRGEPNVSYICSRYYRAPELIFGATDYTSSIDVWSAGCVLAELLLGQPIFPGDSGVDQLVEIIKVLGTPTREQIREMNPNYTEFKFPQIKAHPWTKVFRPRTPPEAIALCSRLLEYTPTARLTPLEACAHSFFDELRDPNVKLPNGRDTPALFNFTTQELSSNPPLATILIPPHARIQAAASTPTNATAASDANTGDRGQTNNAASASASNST
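Test system: GST-tagged human GSK3beta kinase, cell-free; evaluation: activity score scaled between in-plate DMSO and GW8510 controls; measured by: ADP-Glo luminescence; incubation: 60 min reaction, RT; benchmarks: DMSO and 20 µM GW8510; reagent: peptide substrate plus 25 µM ATP (final); medium: Tris/MgCl2 kinase buffer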
Dyrk1A ADPGlo = blocks rat Dyrk1A kinase activity. ADP-Glo luminescence, NFATc1 peptide. inhibition, % at 12.5 µM. actives 0.43% (n = 310,000); in the data active = inhibition above about 50%;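 also: plate controls were vehicle with enzyme for no effect and no enzyme for full effect; many of its hits are not listed in these tables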
HSF1 inhib = HSF1 inhibition | actives 0.77% (n = 300,000) | NIH3T3-HGL HSE-luciferase, MG132-induced, luminescence 8 h; active compounds read low | AID 2098 | activity change, negative = inhibition, % at 7.5 µM (by protocol);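 active = more than half of replicate wells show activity change below -50%, luminescence cut by over half; inconclusive = some wells, but at most half, below -50%; inactive = no replicate well below -50%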;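 also: luciferase reports HSF-1 transcriptional activity via heat shock element; 0% = median of DMSO wells and -100% = zero luminescence signal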
GSK3 alpha inh = human GSK-3 alpha kinase inhibition; P49840; actives 0.1% (n = 320,000); ADP-Glo luminescence, 60 min; inhibition, % at 10 µM;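 in the data active = inhibition above about 50%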;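 also: GST-tagged GSK-3 alpha with peptide substrate and 25 µM ATP; 0% = DMSO neutral wells and 100% = GW8510 positive control wells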
Target sequence (P49840 whole entry, looked up): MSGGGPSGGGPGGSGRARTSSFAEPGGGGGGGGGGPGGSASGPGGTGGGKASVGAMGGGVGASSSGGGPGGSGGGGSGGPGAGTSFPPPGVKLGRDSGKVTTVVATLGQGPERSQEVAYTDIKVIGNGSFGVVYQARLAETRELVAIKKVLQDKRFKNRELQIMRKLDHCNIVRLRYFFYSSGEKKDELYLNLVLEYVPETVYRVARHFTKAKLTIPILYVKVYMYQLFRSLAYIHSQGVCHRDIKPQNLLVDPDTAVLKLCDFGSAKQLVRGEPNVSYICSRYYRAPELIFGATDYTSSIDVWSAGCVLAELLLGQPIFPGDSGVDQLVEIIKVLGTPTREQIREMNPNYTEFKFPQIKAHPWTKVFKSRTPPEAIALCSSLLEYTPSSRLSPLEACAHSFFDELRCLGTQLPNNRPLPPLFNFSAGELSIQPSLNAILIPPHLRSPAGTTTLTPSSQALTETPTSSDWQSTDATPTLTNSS
Platelet DG rel = modulates dense granule release in human platelets. human platelet-rich plasma, SFLLRN dense granule ATP release, luminescence. inhibition, %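 (compounds screened at 7.5 µM in platelet-rich plasma)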. actives 0.22% (n = 300,000). AID 1663;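 active = mean replicate score, as percent of positive control, at or above 50; inconclusive = mean below 50 but at least one replicate at or above 50; inactive = mean and every replicate below 50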
PolyA inhibitor = yeast polyadenylation inhibition; S. cerevisiae SKY197-pL101 polyadenylation reporter, beta-gal luminescence; efflux-impaired pdr1/pdr3 knockout yeast; score 100 = 6 SD above DMSO; calls only at 12 µM; actives 0.02% (n = 300,000);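 active = lowest replicate activity score at least 50, where 100 means six control SD above control mean; inconclusive = lowest score under 50 but half or more replicates reach 50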;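 also: yeast exposed to compound for 9 h at 30 °C; higher score means more reporter readthrough which indicates perturbed polyadenylation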
AI-2 QS modul = modulators of Vibrio harveyi AI-2 quorum sensing system | activity change, % at 7.5 µM | Vibrio harveyi JMH597 AI-2 luminescence/OD600 ratio, 9 h; active compounds read low; strain lacks LuxN and CqsS sensors; 0 = neutral-control median | actives 0.4% (n = 300,000); in the data active = activity change below about -75%, passing the limit was not always enough; inconclusive = no clear call, values can overlap the other calls;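 also: luminescence divided by OD600 gain over 9 h not by final OD600 alone; inactives centre near 13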
HDAC3 inh = blocks human histone deacetylase 3; recombinant HDAC3, fluorogenic peptide/trypsin coupled, fluorescence; actives 0.15% (n = 320,000); O15379; inhibition, % at 8.3 µM; in the data active = inhibition above about 26%, passing the limit was not always enough; inconclusive = no clear call, values can overlap the other calls
Active calls of the source: *; i = inactive; ? = inconclusive; . = not tested or not shown.

SMILES	PolyA inhibitor	AI-2 QS modul	HSF1 activator	GSK3 alpha inh	HSF1 inhib	HSP90 refold inh	GSK3beta inhib	HDAC3 inh	Platelet DG rel	Dyrk1A ADPGlo
Cc1ccc(NC(=O)CCC(=O)c2cccs2)cc1F	i	-35	11	-1	13	5	-3	-1	-4	7
CCC1Nc2ncnc(N3CCN(c4ccccc4)CC3)c2N(Cc2ccc(C)cc2)C1=O (centres undefined)	i	19	16	0	11	.	2	-4	-2	3
Cc1ccc(CNC(=O)CNC(=O)c2ccco2)cc1	i	-8	-15	3	-6	-5	-4	-4	-2	0
C/C(=N\NC(=O)CCc1c(C)n[nH]c1C)c1ccc([N+](=O)[O-])cc1	i	24	6	-4	0	-2	-1	0	0	-1
CCOC(=O)c1sc2cc([N+](=O)[O-])cc(SCCO)c2c1N	i	14	8	-2	-3	3	3	3	-7	-2
O=C(NCC1CCCO1)C(=O)c1c[nH]c2ccccc12 (centres undefined)	i	17	10	1	14	-1	-1	?	6	14
COc1ccc(S(=O)(=O)N2CCC(C(=O)Nc3c(F)cccc3F)CC2)cc1	i	53	-16	1	-5	-1	-3	-4	1	0
NNc1ccc2c(C(F)(F)F)cc(C(F)(F)F)nc2n1	i	12	1	-2	-9	-2	1	0	-10	0
NS(=O)(=O)c1ccc(N=Nc2c[nH]c(=O)c(O)c2)cc1	i	20	11	3	-12	3	2	.	10	13
CCC(=O)NCCc1nc2cc(NC(=O)c3cccc([N+](=O)[O-])c3)ccc2n1C	i	4	5	4	0	1	0	-2	-5	-2
O=C(CSc1nnc(-c2cccs2)o1)OC1CCCCC1	i	14	1	-3	-2	5	1	-4	2	-2
O=C(OCn1nnc2ccccc2c1=O)c1cc2ccccc2o1	i	12	-18	0	-7	.	-2	-9	0	9
COc1ccc(CCNC(=O)CSc2nnnn2-c2ccc(OC)c(OC)c2)cc1OC	i	5	1	0	-4	-4	-3	-1	0	6
CCOC(=O)c1nnc2cc(-c3ccc(Br)cc3)nn2c1C	i	8	-8	2	-4	9	4	-7	7	6
CCCCn1c(Cn2nc(C(=O)O)c3ccccc3c2=O)nc2cc(S(N)(=O)=O)ccc21	i	14	37	-1	0	1	-3	4	-8	3
COc1cccc(C2=NOC(C(=O)N3CCN(Cc4ccccc4)CC3)C2)c1OC (centres undefined)	i	25	-2	-3	6	2	6	-1	-3	-2
COc1cccc(/C=C2\SC(=S)N(CCCC(=O)N3CCCCC3)C2=O)c1	i	13	55*	0	23	2	-4	5	18	-9
CN1C(=O)N(C)c2ccc(C=O)c3cccc1c23	i	4	-2	1	-1	1	2	-13	13	33
NC(=O)NC(=O)COC(=O)CCCSc1nc2ccccc2s1	i	12	-17	2	-5	8	0	.	10	1
O=C(O)c1c(C(=O)O)c(-c2ccc(Cl)c(Cl)c2)n2c1CSC2	i	24	-6	-3	-1	-3	3	-5	-2	-1
CC(C)Nc1nc(NC(C)C)nc(OCCOC(=O)c2ccccc2)n1	i	28	3	-2	3	4	0	6	1	0
COc1ccc(C(=O)NN2C(=O)C3C(c4ccccc4)C=CC(c4ccccc4)C3C2=O)cc1 (centres undefined)	i	23	0	-1	6	4	-1	-5	-15	-4
CN(C)c1ccc(Nc2ncnc3ccc(Br)cc23)cc1	i	13	-54	4	-53*	-3	-4	2	-1	30
Cc1ccc(S(=O)(=O)Nc2cc(C(=O)NCCN(C)C)ccc2N2CCCC2)cc1	i	-1	-10	0	-3	-5	-2	8	-6	.
c1ccc(-c2ccc(Oc3cc(N4CCOCC4)nc(-c4ccccc4)n3)cc2)cc1	i	-7	6	-3	-5	-4	-5	-1	1	-1
C/C(=N\NC(=O)c1ccc(F)cc1)c1ccc(N2CCOCC2)cc1	i	4	4	1	-1	4	5	5	3	-7
CC(=O)NC1C(Oc2ccc(C)cc2)OC2COC(c3ccco3)OC2C1O (centres undefined)	i	-4	5	-1	-1	-2	-1	-3	6	7
CN(C)c1ccnc(Oc2ccc(Cl)cc2)c1C#N	i	8	22	-2	13	5	2	2	-11	-1
O=C1c2ccccc2C(Nc2ccc3c(c2)OCO3)N1Cc1ccco1 (centres undefined)	i	37	31	-1	10	2	1	6	?	-3
Cc1cc(C)c([N+](=O)[O-])cc1-c1ccc(/C=N/c2c(-c3ccco3)nc3ccccn23)o1	i	-1	29	0	15	-4	0	1	0	1
CS(=O)(=O)Nc1ccc(C(=O)Nc2ccc(S(=O)(=O)N3CCCCC3)cc2)cc1	i	21	-31	-3	-21	-6	1	2	-6	0
CCOC(=O)c1ccc(NC(=O)c2cc3c(C)nn(-c4ccccc4Cl)c3s2)s1	i	19	9	2	-7	1	1	-1	4	-6
COc1ccc(S(=O)(=O)N2CCN(C(=O)Cc3cccs3)CC2)cc1	i	9	-2	0	1	1	4	-2	-1	3
COc1ccc(C(=O)COC(=O)CCC(=O)Nc2ccc(C(C)=O)cc2)cc1	i	38	22	2	6	-1	-1	-6	-8	-3
Cc1ccc2c(Cl)cc(Cl)c(OCC(=O)Nc3ccc(C)c(S(=O)(=O)N(C)C)c3)c2n1	i	15	-5	0	-1	0	-2	0	-1	.
Cc1ccc(N(Cc2ccccc2)C(=O)c2cc(S(=O)(=O)N3CCOCC3)ccc2Cl)cc1	i	25	9	.	-1	.	-2	.	9	-3
Cc1ccc(C(C)C)c(OCC(=O)OCC(=O)NC2CCS(=O)(=O)C2)c1 (centres undefined)	i	11	-12	-2	-5	.	-13	8	3	15
CCOC(=O)C(CCCOc1cccc(CC)c1)C(=O)OCC	i	-19	15	-8	11	4	1	10	-1	-3
O=C(COc1ccccc1Br)NC1CC1	i	-10	12	2	3	8	3	-5	-10	-11
Cc1c(C)c2ccc(OC(C)C(=O)N3CC[C@@]4(O)CCCC[C@H]4C3)cc2oc1=O (some centres undefined)	i	7	11	-1	2	-4	6	-42	1	1
CCOC(=O)CSc1nc(C)cc(Oc2ccc(=O)n(C)n2)n1	i	3	-58	-2	?	4	-2	1	-5	5
CCCCn1c(O)c(/C=C/C=C/C=Nc2ccccc2)sc1=S	i	8	-34	0	-28	4	-1	-1	3	2
CC(NC(=O)c1ccccc1NC(=O)CSc1nnnn1C)c1ccccc1 (centres undefined)	i	9	1	-4	1	-3	-3	-4	-10	0
COc1ccc(OC)c(C(=O)C2COC(=O)C2)c1 (centres undefined)	i	3	-1	1	8	2	-4	2	1	-5
COC(=O)c1[nH]c2ccc(C)cc2c1NC(=O)Nc1ccc(OC)cc1	i	13	-51	-2	-38	3	3	3	-3	-1
CC12CCC(C/C1=N\N=C1\NC(=O)/C(=C\c3ccc(Cl)cc3)S1)C2(C)C (centres undefined)	i	45	-94	-1	-94*	-1	0	-7	2	3
Cc1ccccc1Cn1c(=N)n(CC(=O)c2ccc([N+](=O)[O-])cc2)c2ccccc21	.	.	.	-1	.	-2	.	5	.	-6
CC(NC(=O)OCc1ccccc1)C(=O)NCC(=O)NC(Cc1ccc(OC(C)(C)C)cc1)C(=O)OC(C)(C)C (centres undefined)	i	-4	-13	0	11	-2	-3	14	-7	-2
O=C(O)C1CCN(C(=O)CCc2ccccc2)CC1	i	23	4	-3	3	-2	-3	1	1	.
Cc1cc(C)nc(SCc2ccc(C(=O)NN=C3CCCC3)cc2)n1	i	0	-2	-2	-13	-1	0	2	-43	1
CCN(CC)CCSc1nc(O)c(-c2ccccc2)c(=O)n1-c1ccccc1	i	-4	7	-1	-6	2	4	6	1	-5
COc1ccccc1CNC(=O)CNC(=O)c1ccc(Br)o1	i	23	-6	1	-4	-4	0	-5	20	-9
O=C(COC(=O)c1cc(=O)[nH]c(=O)[nH]1)NCc1ccccc1	i	30	1	-2	-4	3	4	.	5	2
O=C(CN1C(=O)NC2(CCCC2)C1=O)N1CCN(S(=O)(=O)c2ccc(Cl)c(C(F)(F)F)c2)CC1	i	26	-4	-3	-1	.	2	4	-4	3
N/C(=N\OC(=O)Nc1ccc(Cl)c(Cl)c1)c1ncc(C(F)(F)F)cc1Cl	i	-17	15	-43	3	0	4	6	0	-1
O=C(CCc1cccc(Cl)c1)NC1CCCN(Cc2ccccc2F)C1 (centres undefined)	i	7	7	-4	7	-1	2	-4	8	-4
CCCn1cccc(C(=O)Nc2ccc(OC)cc2)c1=O	i	22	18	8	10	-3	1	-1	-17	-1

Random excerpt: four entries already listed.
SMILES	PolyA inhibitor	AI-2 QS modul	HSF1 activator	GSK3 alpha inh	HSF1 inhib	HSP90 refold inh	GSK3beta inhib	HDAC3 inh	Platelet DG rel	Dyrk1A ADPGlo
Cc1cc(C)nc(SCc2ccc(C(=O)NN=C3CCCC3)cc2)n1	i	0	-2	-2	-13	-1	0	2	-43	1
CC(NC(=O)c1ccccc1NC(=O)CSc1nnnn1C)c1ccccc1 (centres undefined)	i	9	1	-4	1	-3	-3	-4	-10	0
CCCCn1c(O)c(/C=C/C=C/C=Nc2ccccc2)sc1=S	i	8	-34	0	-28	4	-1	-1	3	2
COC(=O)c1[nH]c2ccc(C)cc2c1NC(=O)Nc1ccc(OC)cc1	i	13	-51	-2	-38	3	3	3	-3	-1

Grouped by structure: those above containing a nitro group on carbon (5)
SMILES	PolyA inhibitor	AI-2 QS modul	HSF1 activator	GSK3 alpha inh	HSF1 inhib	HSP90 refold inh	GSK3beta inhib	HDAC3 inh	Platelet DG rel	Dyrk1A ADPGlo
C/C(=N\NC(=O)CCc1c(C)n[nH]c1C)c1ccc([N+](=O)[O-])cc1	i	24	6	-4	0	-2	-1	0	0	-1
CCOC(=O)c1sc2cc([N+](=O)[O-])cc(SCCO)c2c1N	i	14	8	-2	-3	3	3	3	-7	-2
CCC(=O)NCCc1nc2cc(NC(=O)c3cccc([N+](=O)[O-])c3)ccc2n1C	i	4	5	4	0	1	0	-2	-5	-2
Cc1cc(C)c([N+](=O)[O-])cc1-c1ccc(/C=N/c2c(-c3ccco3)nc3ccccn23)o1	i	-1	29	0	15	-4	0	1	0	1
Cc1ccccc1Cn1c(=N)n(CC(=O)c2ccc([N+](=O)[O-])cc2)c2ccccc21	.	.	.	-1	.	-2	.	5	.	-6

Not all compounds are listed, so the mix of outcomes need not match the whole.
